MITF act: MITF TRPM1 promoter activation in melanoma cells; SK-MEL-5 TRPM1-promoter luciferase, 24 h; % of positive control, neutral wells = 0; activation, % at 12.5 µM; actives 0.75% (n = 300,000); AID 588334;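 active = mean activation of at least 80% with every replicate also reaching 80%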;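 note: 0% = neutral control wells and 100% = parthenolide positive control wells; values of inactives mirror those of a sister screen read the other way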
NSD2 inh: inhibitors of human histone methyltransferase NSD2; O96028; inhibition, % at 12.5 µM; AID 743445; NSD2 peptide methylation, AlphaScreen, 120 min; actives 0.54% (n = 310,000); in the data active = inhibition above about 50%
dFosB act: activators of mouse delta FosB homodimer; P13346; purified delta FosB, TAMRA-CDK5 oligo fluorescence polarization; percent of positive-control signal above neutral wells; activation, % at 25 µM; actives 0.99% (n = 340,000); AID 493131;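 active = mean activation above about 17%, with every replicate also reaching it, limit read from the data, passing the limit was not always enough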;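 note: fluorescence polarization rise as delta FosB binds a TAMRA Cdk5 AP-1 oligo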
SR-BI HDL uptake: inhibitors of mouse SR-BI mediated HDL lipid uptake; Q61009; ldlA[mSR-BI] CHO cells, DiI-HDL uptake fluorescence, 3 h; inhibition, % at 12.5 µM; actives 0.96% (n = 320,000); AID 488896;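 active = mean replicate inhibition of at least 70% and a set share of replicates each scoring 70 or more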;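 note: 0% = median of neutral control wells and 100% = median of positive control wells; values of inactives mirror those of a sister screen read the other way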
Target sequence (Q61009 whole entry, looked up): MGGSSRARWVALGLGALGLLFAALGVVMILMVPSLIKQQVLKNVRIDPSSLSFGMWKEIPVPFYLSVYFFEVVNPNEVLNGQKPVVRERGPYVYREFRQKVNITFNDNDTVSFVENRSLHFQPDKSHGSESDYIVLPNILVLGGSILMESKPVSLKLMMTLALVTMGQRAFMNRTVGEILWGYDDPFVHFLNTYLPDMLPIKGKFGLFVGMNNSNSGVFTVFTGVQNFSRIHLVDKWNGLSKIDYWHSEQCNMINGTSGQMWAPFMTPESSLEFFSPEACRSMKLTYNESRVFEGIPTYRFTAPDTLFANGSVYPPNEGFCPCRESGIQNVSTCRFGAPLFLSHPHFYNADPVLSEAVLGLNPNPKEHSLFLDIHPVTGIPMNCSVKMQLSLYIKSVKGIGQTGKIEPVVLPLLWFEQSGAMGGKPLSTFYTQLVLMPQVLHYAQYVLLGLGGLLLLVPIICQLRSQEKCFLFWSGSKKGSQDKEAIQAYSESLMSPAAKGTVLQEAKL
CAL PDZ FP-1: human CAL PDZ-peptide interaction inhibition. inhibition, % at 20 µM. Q9HD26. AID 504414. actives 0.02% (n = 330,000). purified CAL PDZ, TMR-peptide fluorescence polarization, 1 h;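 active = highest replicate inhibition of at least 40%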;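 note: plate controls were DMSO neutral control wells for no effect and unlabeled competitor peptide control wells for full effect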
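Test system: purified CerCALP PDZ construct; Compound dosing: one concentration, 20 µM compound; Also added: TMR-labelled reporter peptide T*-PRC34 bound in PDZ groove; Read-out: inhibition from polarization loss; Controls: unlabelled peptide and DMSO controls; Signal: FP readout, S and P plane fluorescence; Incubation: 1 h at RT.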
SR-BI DiI-HDL act: activators of SR-BI mediated HDL lipid uptake; CHO ldlA[mSR-BI] cells, DiI-HDL uptake fluorescence, 3 h; 100 = double the neutral-control signal; activation, % at 12.5 µM; actives 0.096% (n = 320,000);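 active = mean replicate activation of at least 60% and every replicate at or above 60%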;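 note: 0% = median plate neutral-control signal and 100% = twice that signal; values of inactives mirror those of a sister screen read the other way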
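Test system: SR-BI-overexpressing, LDLR-lacking CHO cells; Also added: labelled HDL, 10 µg/mL; Measured by: bottom-read cell fluorescence after medium removal, ex 550/em 595 nm; Timing: 3 h uptake period with compound, 37 °C; Buffer or medium: F12, 0.5% BSA, 25 mM HEPES; Doses: single compound concentration, delivered by pin transfer.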
PfHsp90 set2: reduces growth (ATP signal) of yeast expressing P. falciparum Hsp90 | actives 0.32% (n = 310,000) | AID 504621 | inhibition, % at 9.4 µM | S. cerevisiae expressing PfHsp90, BacTiter-Glo ATP, 48 h; yeast lacking PDR1 and PDR3 efflux regulators;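 active = every replicate shows inhibition above about 80%, whatever the replicate mean, limit read from the data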;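 note: 0% = DMSO neutral controls and 100% = 20 µM radicicol positive controls; yeast relying on Plasmodium falciparum Hsp90 in place of its own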
CAL PDZ FP-2: CAL PDZ (human) peptide binding inhibition; purified CAL PDZ, TMR-peptide fluorescence polarization, 1 h; inhibition, % at 24.9 µM; Q9HD26; actives 0.92% (n = 300,000); AID 602252;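 active = mean inhibition of at least 30% with at least half of replicates also reaching 30%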;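 note: 0% = DMSO neutral control and 100% = excess unlabeled competitor peptide PRC23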
Rtt109 HAT inh: blocks Candida albicans Rtt109/Vps75 acetyltransferase activity. Q5AAJ8. purified Rtt109/Vps75, ThioGlo CoA-SH fluorescence, 4 h. inhibition, % at 34.9 µM. actives 0.16% (n = 330,000). AID 540336;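 active = inhibition of at least 50% in every replicate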
Target sequence (Q5AAJ8 whole entry, looked up): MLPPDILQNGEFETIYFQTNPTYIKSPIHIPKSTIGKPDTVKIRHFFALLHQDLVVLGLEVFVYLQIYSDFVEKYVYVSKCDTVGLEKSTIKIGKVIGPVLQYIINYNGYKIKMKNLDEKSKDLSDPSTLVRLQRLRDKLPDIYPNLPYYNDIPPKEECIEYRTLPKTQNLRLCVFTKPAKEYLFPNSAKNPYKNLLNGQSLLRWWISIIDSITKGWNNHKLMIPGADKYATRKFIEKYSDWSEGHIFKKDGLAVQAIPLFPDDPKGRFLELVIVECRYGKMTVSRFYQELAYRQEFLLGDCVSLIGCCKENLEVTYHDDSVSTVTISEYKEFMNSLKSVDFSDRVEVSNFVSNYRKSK
PvdQ acylase: P. aeruginosa PvdQ acylase inhibition; purified PvdQ acylase, fluorescence plate reader; inhibition, % at 10 µM; actives 0.063% (n = 340,000); AID 488965; in the data active = inhibition above about 30%, passing the limit was not always enough;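 note: 0% = vehicle neutral wells and 100% = reference inhibitor wells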
An asterisk follows results filed as active; x = not tested or not shown.

SMILES	MITF act	NSD2 inh	dFosB act	SR-BI HDL uptake	CAL PDZ FP-1	SR-BI DiI-HDL act	PfHsp90 set2	CAL PDZ FP-2	Rtt109 HAT inh	PvdQ acylase
COc1ccnc(Oc2ccccc2)c1C(=O)N/C=N/OCc1ccccc1	2	-2	-9	-1	0.2	1	16	-1	-3	1
C(=C\c1ccccc1)/C=N/Nc1nc(N2CCCCC2)nc(N2CCCCC2)n1	7	-4	-4	-5	-0.5	5	-19	-4	-5	-12
O=C(Cc1csc(-c2ccc(Cl)cc2)n1)Nc1cccc(S(=O)(=O)NC2=NCCC2)c1	5	0	-8	10	-0.9	-10	14	1	-3	-10
COC(=O)c1cc(Br)ccc1NC(=O)CSCc1c(C)noc1C	13	-3	-4	55	-0.8	-55	x	8	-8	-13
N#CCC(=O)Nc1ccc(C(=O)NCC2(N3CCOCC3)CCCCC2)cc1	2	-1	-8	-1	-1.0	1	-14	2	2	-9
O=C1C2C3C=CC(O3)C2C(=O)N1Cc1ccncc1 (configuration not stated)	1	2	1	-26	-1.1	26	13	-4	3	-1
O=C(CCc1nnc2ccc(NCc3ccco3)nn12)N1CCCCC1	-12	4	-11	1	-1.6	-1	11	-1	1	-16
COc1ccc(CNS(=O)(=O)c2ccc3c(c2)NC(=O)CS3)cc1	-3	14	-7	-14	-0.7	14	0	x	3	-4
Cc1cc(C(=O)Nc2nnc(C3CCCCC3)s2)cs1	78	-2	5	-8	-2.3	8	-5	x	-6	-5
Cc1cc(Cl)ccc1C(=O)C1CCCN(C(=O)CCN2CCCO2)C1 (configuration not stated)	-6	-4	5	-5	-1.1	5	x	-3	-7	-19

Some of the entries so far, as labelled records:
COc1ccc(CNS(=O)(=O)c2ccc3c(c2)NC(=O)CS3)cc1
  MITF act: -3; NSD2 inh: 14; dFosB act: -7; SR-BI HDL uptake: -14; CAL PDZ FP-1: -0.7; SR-BI DiI-HDL act: 14; PfHsp90 set2: 0; CAL PDZ FP-2: x; Rtt109 HAT inh: 3; PvdQ acylase: -4

Cc1cc(C(=O)Nc2nnc(C3CCCCC3)s2)cs1
  MITF act: 78; NSD2 inh: -2; dFosB act: 5; SR-BI HDL uptake: -8; CAL PDZ FP-1: -2.3; SR-BI DiI-HDL act: 8; PfHsp90 set2: -5; CAL PDZ FP-2: x; Rtt109 HAT inh: -6; PvdQ acylase: -5

COC(=O)c1cc(Br)ccc1NC(=O)CSCc1c(C)noc1C
  MITF act: 13; NSD2 inh: -3; dFosB act: -4; SR-BI HDL uptake: 55; CAL PDZ FP-1: -0.8; SR-BI DiI-HDL act: -55; PfHsp90 set2: x; CAL PDZ FP-2: 8; Rtt109 HAT inh: -8; PvdQ acylase: -13

The results go on.
SMILES	MITF act	NSD2 inh	dFosB act	SR-BI HDL uptake	CAL PDZ FP-1	SR-BI DiI-HDL act	PfHsp90 set2	CAL PDZ FP-2	Rtt109 HAT inh	PvdQ acylase
Cc1ccc(-c2noc(CN(C(=O)CCN3C(=O)c4ccccc4C3=O)C(C)C)n2)cc1	-3	1	-7	35	-3.8	-35	x	x	11	15
COc1ccc(OC)c(C(=O)c2ccc(C(=O)Nc3cccc4ccccc34)cc2)c1	-22	1	-2	-8	-1.4	8	-12	-6	-5	3
C=CCn1c(SCC(=O)NCC2CCCO2)nc2sc(CC)cc2c1=O (configuration not stated)	4	-2	-3	-5	1.1	5	7	10	-13	-9
Cc1cccc(NC(=O)CN2C(=O)N/C(=C\c3cccn3-c3cccc(C(=O)O)c3)C2=O)c1	-9	13	2	-30	-1.7	30	-28	9	x	9
CC(OC(=O)c1nn(C)c(=O)c2ccccc12)C(=O)NCc1ccc2c(c1)OCO2 (configuration not stated)	x	3	-11	-39	-2.3	39	x	-2	-6	-7
Cc1cccc(-c2nnn(C/C(N)=N/O)n2)c1	12	-4	0	-22	-0.6	22	-4	4	-3	-11
O=C(CP(=O)(c1ccccc1)c1ccccc1)N1CCCCC1	2	-1	4	-6	-0.4	6	-18	-6	-6	-2
Cc1ccc(OCC(=O)Nc2ccc(S(=O)(=O)N(C)C3CCN(C)CC3)cc2)c(C)c1	10	30	-8	14	-1.5	-14	-5	-7	4	-16
Nc1c2c(nc3sc4c(c13)CCCC4)-c1ccccc1CC2	x	3	2	62	-0.3	-62	-2	-4	-8	-3
COc1ccccc1C(=O)NNC(=O)C(=O)NC1CCCCC1	-4	0	-4	-5	0.2	5	-12	6	3	6

Later entries.
SMILES	MITF act	NSD2 inh	dFosB act	SR-BI HDL uptake	CAL PDZ FP-1	SR-BI DiI-HDL act	PfHsp90 set2	CAL PDZ FP-2	Rtt109 HAT inh	PvdQ acylase
Cc1oc2cc3oc(=O)ccc3cc2c1C	16	1	-9	-20	-1.7	20	-6	-3	x	4
CCOC(=O)C[C@H]1c2ccc(C(F)(F)F)cc2S(=O)(=O)N1c1cccc(OC)c1	-14	x	-7	7	0.0	-7	-17	-3	-2	-6
CSc1nc(C)c2c(n1)N(c1ccc(C(C)C)cc1)CC2	13	-5	2	-26	0.2	26	10	-3	-8	-16
OC(CN1CCCCC1)CN1CCCCC1	x	-5	8	-6	-2.2	6	-6	-1	17	8
C/C=C(\C)CN1CCN(c2ccc(C)cc2)CC1	11	8	-5	-26	-1.6	26	-9	0	-3	-18
O=C(CCCN=C1NS(=O)(=O)c2ccccc21)OCC(=O)N1CCc2ccccc21	x	0	-7	21	-1.1	-21	x	3	9	-11
COc1cc2cc(CN(C(=O)NC3CCCCC3)C3CCCC3)c(=O)[nH]c2cc1OC	3	x	-13	x	-0.3	x	6	-3	-19	6
COC(=O)[C@@H](NC(=O)Nc1ccccc1F)C(C)C	-6	-10	-1	-16	x	16	-18	2	-13	-6
CCSc1nc2c(c(=O)[nH]1)C(c1ccncc1)C(C(=O)OC)=C(C)N2 (configuration not stated)	x	-1	-2	-37	-3.0	37	x	-3	10	-7
Cn1c(SCc2ccccn2)nnc1-c1ccccc1	-4	-4	5	-14	-2.0	14	-1	-3	-13	-7

(next part)
Every second line gives: MITF act	NSD2 inh	dFosB act	SR-BI HDL uptake	CAL PDZ FP-1	SR-BI DiI-HDL act	PfHsp90 set2	CAL PDZ FP-2	Rtt109 HAT inh	PvdQ acylase
Cc1ccc(S(=O)(=O)N(CC(=O)NC2CCCCCC2)c2ccccc2F)cc1
  2	-7	-3	-9	0.6	9	-6	-1	-3	0
Cc1cccc(Cn2nc(-n3cccc3)c3c(C)cc(C)nc32)c1
  -7	2	0	-15	-0.5	15	-30	-3	-1	-12
CCOc1ccc(CNn2cnnc2)cc1
  x	-2	-2	-9	-0.6	9	-1	1	10	3
Cc1ccc(OCC(=O)Nc2cccc(S(=O)(=O)N3CCCCC3)c2)c([N+](=O)[O-])n1
  8	1	-1	19	-0.9	-19	10	-3	-4	9
CC1(C)OC(c2ccccc2)=C/C(=C/C=N/NC(=O)c2ccncc2)O1
  -16	3	-4	90*	1.5	-90	-26	3	19	8
CCC(=O)NC(=S)Nc1ccc(NC(=S)NC(=O)c2ccccc2)cc1
  -17	-4	-1	57	-0.2	-57	-11	-1	0	-11
O=CNc1cc2c(cc1Br)-c1ccccc1C2O (configuration not stated)
  -20	-1	-5	17	-0.4	-17	x	-6	5	-11
O=C(Cc1ccccc1)Nc1ccc(N2CCN(Cc3ccccc3F)CC2)cc1
  -6	1	-2	33	0.0	-33	x	x	6	-8
CCN(CC)CCNC(=O)CNC(=S)N(CCCN1CCOCC1)Cc1cccs1
  9	9	-6	-13	-1.5	13	2	3	-10	-8
Cc1ccc2nc(N3CCC(C(=O)O)CC3)nc(-c3ccccc3)c2c1
  4	-16	-9	12	-2.1	-12	-29	-1	4	-16
COc1cc(OC)cc(C(=O)N2CCN(C(=O)c3cccc(F)c3)CC2)c1
  x	1	-3	-3	-0.8	3	1	x	17	2
COC(=O)CN(c1ccc(OC)c(OC)c1)S(C)(=O)=O
  x	0	1	-11	-1.2	11	-6	x	3	-3
CCc1cc2c(N3CCN(C(=O)c4ccco4)CC3)ncnc2s1
  3	-3	-6	24	-2.9	-24	x	5	1	-7
COc1ccc(C(CCNC(C)c2ccccc2)c2ccc(F)cc2)cc1 (configuration not stated)
  -70	-1	9	x	-1.9	x	6	0	2	1
COc1ccc(C2C(C(=O)N3CCN(C)CC3)c3cc(OC)c(OC)cc3C(=O)N2C)cc1 (configuration not stated)
  4	x	2	-11	-1.7	11	1	8	8	-7
NC(=O)c1ccccc1NS(=O)(=O)c1ccc(F)cc1
  10	4	-8	4	-0.9	-4	x	-3	5	-5
Cc1cc(C)nc(NC(=S)Nc2ccc(F)cc2F)c1
  -1	-2	3	6	-0.4	-6	1	x	-2	-9
CCCCNC(=O)CCC(=O)NNc1nc2ccccc2c2nc(-c3ccccc3)nn12
  -12	1	-5	-35	-1.1	35	-8	-2	11	-15
CCOC(=O)c1c(CC(C)C)csc1NC(=O)COC(=O)C1=NNC(=O)CC1
  12	2	7	-1	-0.5	1	-3	-4	x	-14
Cc1ccc(-n2c(SCC(=O)Nc3cccc(S(N)(=O)=O)c3)nc3ccccc32)cc1
  -33	-1	-19	30	-2.8	-30	-1	-2	26	-2

3 entries from above, ordered by SMILES length, smallest number first:
Every second line gives: MITF act	NSD2 inh	dFosB act	SR-BI HDL uptake	CAL PDZ FP-1	SR-BI DiI-HDL act	PfHsp90 set2	CAL PDZ FP-2	Rtt109 HAT inh	PvdQ acylase
O=C(Cc1ccccc1)Nc1ccc(N2CCN(Cc3ccccc3F)CC2)cc1
  -6	1	-2	33	0.0	-33	x	x	6	-8
Cc1ccc(-n2c(SCC(=O)Nc3cccc(S(N)(=O)=O)c3)nc3ccccc32)cc1
  -33	-1	-19	30	-2.8	-30	-1	-2	26	-2
COc1ccc(C2C(C(=O)N3CCN(C)CC3)c3cc(OC)c(OC)cc3C(=O)N2C)cc1 (configuration not stated)
  4	x	2	-11	-1.7	11	1	8	8	-7

Carrying on:
Every second line gives: MITF act	NSD2 inh	dFosB act	SR-BI HDL uptake	CAL PDZ FP-1	SR-BI DiI-HDL act	PfHsp90 set2	CAL PDZ FP-2	Rtt109 HAT inh	PvdQ acylase
Cc1cccc(C)c1NC(=O)CN(C)C(=O)CN1C(=O)NC(C)(C)C1=O
  -2	-2	-5	-8	-0.5	8	-8	-6	-6	-1
CCOC(=O)C1=C(N)Oc2ccc3ccccc3c2C1c1cccnc1 (configuration not stated)
  -12	-1	0	8	-1.5	-8	-4	-5	8	-11
COC(=O)c1ccc(C(=O)N(C)C2CCCN(Cc3ccccc3F)C2)cc1 (configuration not stated)
  -2	-3	0	-13	0.2	13	-11	0	3	-8
C#CCN1C=CC(=O)[C@@H](OC(=O)Nc2ccc(OC)cc2)[C@H]1c1ccccc1Br
  0	x	-7	3	0.0	-3	3	2	4	-13
O=C(NC1CCCC1)C(c1ccco1)N(Cc1ccccc1)C(=O)c1csnn1 (configuration not stated)
  2	-1	-4	3	-0.6	-3	x	-3	-3	-11

Screening data: PubChem BioAssay, Broad Institute
